FUS suppressor: FUS proteinopathy suppression in yeast; AID 1347120; S. cerevisiae FUS-expressing, growth rescue, OD600, 24 h; 390,000 tested, 0.24% active; Potency, µM (doses to about 76.6 µM), without a hit: at the top dose growth rescue (activation), most hits filed as activators;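 note: potency is the fitted concentration of half-maximal effect; plate controls were DMSO vehicle for no effect and reference control for full effect; nearly all actives have a fitted effect of over 55% in size; some results filed as inactive show a strong effect at the top dose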
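Galactose (2%) drives FUS expression in yeast precultured in raffinose; seeding density OD 0.005. Test compounds incubated 24hr at 30C and 99% humidity before absorbance at 600 nm was measured.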
WRN inhibitor: WRN helicase (human) inhibition. WRN helicase unwinding, fluorescent forked duplex, kinetic. Q14191. Potency, µM (highest dose often 114 µM), for inactives: at the top dose activity change, negative = inhibition, actives largely listed as inhibitors. 360,000 tested, 0.46% active; note: potency is the fitted concentration of half-maximal effect; % is set by controls: 0 for no effect and ±100 for the full control effect; nearly all actives have a fitted effect of over 55% in size
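Fluorescence dequenching readout, ex 525 nm/em 598 nm, kinetic mode: forked duplex DNA (100 nM final) with adjacent fluorophore and quencher unwound by WRN (20 nM final) with 2 mM ATP. Compound preincubation 15 min, room temperature.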
EPAC1 ag: agonists of human EPAC1; O95398; EPAC1 agonist qHTS, biochemical assay; response scale: 100% = response to 6.5 mM cAMP; Potency, µM (series often up to 154 µM), inactives show at the highest dose activation, hits mostly activators; 360,000 tested, 0.073% active; note: potency is the fitted concentration of half-maximal effect; nearly all actives have a fitted effect of over 60% in size
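Fluorescent GDP-exchange assay: 100 nM EPAC1 with 250 nM Rap1B preloaded with BODIPY-GDP and 50 uM GDP; compounds tested as concentration series, 5 min at room temperature, then read every 5 min for 30 min (ex 480/em 540 nm); normalized to 6.5 mM cAMP.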
IL2 activator: activators of IL-2; IL-2 activation reporter assay, cell-based qHTS; stimulated with anti-CD3/CD4/CD28 beads; in transgenic mouse T cells; activation, % (series mostly up to about 46 µM); 360,000 tested, 0.065% active; AID 652025; in the data active = activation above about 50%; inconclusive = mostly about 30% to 49%; note: 0% is about no effect
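First, unstimulated transgenic mouse T cells were exposed to compound for 60 min. Next, anti-CD3/anti-CD4-coated beads with anti-CD28 were added. Finally, after 18 h at 37 degrees C, EGFP and DsRed were imaged.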
PLK1 PBD inh: PLK1 (human) polo-box domain binding inhibition; Plk1 PBD binding of FITC phosphopeptide, fluorescence polarization; Potency, µM, for the others: max response, negative = inhibition, most hits filed as inhibitors; 360,000 tested, 2.8% active; AID 720504; note: potency is the fitted concentration of half-maximal effect; series mostly up to about 57 µM; % is set by controls: 0 for no effect and ±100 for the full control effect; nearly all actives have a fitted effect of over 65% in size
Target sequence (P53350 whole entry, looked up, the tested form may be a part): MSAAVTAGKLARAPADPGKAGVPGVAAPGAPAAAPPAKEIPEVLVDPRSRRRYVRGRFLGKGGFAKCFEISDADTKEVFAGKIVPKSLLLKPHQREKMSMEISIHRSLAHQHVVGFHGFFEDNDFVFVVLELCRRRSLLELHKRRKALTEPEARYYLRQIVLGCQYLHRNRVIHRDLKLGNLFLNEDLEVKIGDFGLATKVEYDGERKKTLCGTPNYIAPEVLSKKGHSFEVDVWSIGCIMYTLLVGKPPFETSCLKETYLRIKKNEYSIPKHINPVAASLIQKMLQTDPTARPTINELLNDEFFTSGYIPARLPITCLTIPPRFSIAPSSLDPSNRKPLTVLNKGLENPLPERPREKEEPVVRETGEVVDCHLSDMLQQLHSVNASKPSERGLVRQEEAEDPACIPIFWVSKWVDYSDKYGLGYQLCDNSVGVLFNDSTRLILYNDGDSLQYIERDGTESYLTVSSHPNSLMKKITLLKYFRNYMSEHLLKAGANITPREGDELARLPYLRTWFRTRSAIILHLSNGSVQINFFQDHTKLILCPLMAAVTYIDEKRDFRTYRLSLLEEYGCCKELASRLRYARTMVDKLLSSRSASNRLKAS
aSyn rescue: alpha-synuclein toxicity inhibition in yeast. Potency, µM (doses to about 46.1 µM), for the others: top-dose growth rescue (activation), most hits filed as activators. 370,000 tested, 0.14% active. Yeast expressing alpha-synuclein, growth rescue, BacTiter-Glo, 24 h; note: potency is the fitted concentration of half-maximal effect; % of control where 0% means no effect; nearly all actives have a fitted effect of over 65% in size
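Screening used galactose-induced yeast with toxic alpha-synuclein levels, exposed to compound for 24 hr at 30 deg C. Cell growth, read with BacTiter-Glo luminescence, gave the measured signal.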
Abeta yeast res: compounds reversing amyloid beta toxicity in yeast; yeast expressing A-beta42, growth rescue, OD600, 48 h; response scale: 0% DMSO, 100% iron-clioquinol control; Potency, µM (series often up to 46.1 µM), without a hit: top-dose growth rescue, usual class: activators; 410,000 tested, 0.063% active; AID 1347071; note: potency is the fitted concentration of half-maximal effect; nearly all actives have a fitted effect of over 55% in size
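Growth rescue measured by 600 nm absorbance after 48 h yeast culture at 30 C with compound. Values normalized between DMSO and an equimolar ferric chloride plus clioquinol control.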
EPAC1 antagonist: blocks human EPAC1 exchange factor; EPAC1 GEF assay, Rap1b-BODIPY-GDP exchange fluorescence; AID 720709; 360,000 tested, 0.14% active; Potency, µM (highest dose often 115 µM), for the others: top-dose activity change, negative = inhibition, usual class: inhibitors;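 note: potency is the fitted concentration of half-maximal effect; plate controls were vehicle for no effect and positive control for full effect; nearly all actives have a fitted effect of over 50% in size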
PI5P4K alpha inh: inhibitors of human PI5P4K alpha | P48426 | PI5P4Kalpha enzyme, ADP-Glo luminescence, 60 min; stronger effect = lower value | max response, % | 330,000 tested, 1.2% active; active = max response of -50% or lower; inconclusive = between -30% and -50%; inactive = -30% or higher; note: value at the top dose of about 77 µM; % is set by controls: 0 for no effect and ±100 for the full control effect
Target sequence (P48426 whole entry, looked up): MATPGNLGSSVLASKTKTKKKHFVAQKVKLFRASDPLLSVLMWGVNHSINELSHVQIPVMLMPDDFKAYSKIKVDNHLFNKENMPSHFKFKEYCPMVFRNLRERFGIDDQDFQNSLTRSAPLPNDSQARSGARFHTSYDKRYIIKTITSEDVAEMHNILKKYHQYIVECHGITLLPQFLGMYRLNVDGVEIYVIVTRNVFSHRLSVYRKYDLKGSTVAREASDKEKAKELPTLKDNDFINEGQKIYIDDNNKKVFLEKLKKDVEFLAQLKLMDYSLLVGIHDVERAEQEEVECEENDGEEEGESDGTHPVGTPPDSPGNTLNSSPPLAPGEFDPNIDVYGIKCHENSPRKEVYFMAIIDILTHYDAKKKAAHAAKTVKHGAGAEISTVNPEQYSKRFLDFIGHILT
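Reactions run in 0.038 M HEPES pH 7.4, 0.28 mM EGTA, 0.1% CHAPS and 5% DMSO, with PI5P4Kalpha, substrate, compound and 5 microM ATP final, one hour at room temperature. Readout is ADP-Glo luminescence.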
An asterisk follows results filed as active; ? = inconclusive; . = no result given; [ ] = another dose, or the depositor's remark. Unless noted, calls come from the whole dose curve; as a rule, active = well fitted curve in the direction sought with a large enough effect; inconclusive = small, poorly fitted or top-dose-only effect, or another doubt; inactive = no such curve, though single readings can be large; an effect the other way counts as inactive or inconclusive.

Values run as follows: FUS suppressor	WRN inhibitor	EPAC1 ag	IL2 activator	PLK1 PBD inh	aSyn rescue	Abeta yeast res	EPAC1 antagonist	PI5P4K alpha inh
COc1cc(C2NC(=O)NC(O)(C(F)(F)F)C2C(=O)c2ccc(Cl)cc2)ccc1O (stereo not given)
→ 3%	1%	12%	-0.6	-12%	-7%	8%	-8%	-2
CN(c1ccc(C(=O)NCc2ccccn2)cc1)S(C)(=O)=O
→ -7%	0%	9%	-2.8	-8%	0%	-3%	0%	.
COc1ccc(NS(=O)(=O)c2ccc(N3CCOCC3)c(NC(=O)c3ccccc3Br)c2)cc1
→ ?	-6%	15%	-2.0	-13%	1%	4%	-7%	1
COc1ccc(C(=O)C(C)[n+]2ccc(C)c3ccccc32)cc1[N+](=O)[O-] (stereo not given)
→ 24%	-9%	21%	1.2	-13%	-8%	-2%	8%	-1
Oc1ccc(-n2nnnc2SCc2ccccc2Br)cc1
→ 6%	-6%	-6%	2.7	-3%	13%	-2%	-12%	1
Cn1nc(-c2ccc(N3CCOCC3)c(NS(=O)(=O)c3ccccc3)c2)c2ccccc2c1=O
→ 7%	-2%	9%	-2.7	-8%	-1%	2%	13%	.
Cc1cccc(N2C(=O)CC(Sc3nc(C)cc(C)n3)C2=O)c1 (stereo not given)
→ 7%	-1%	5%	1.3	-19%	7%	16%	7%	-2
COc1ccc(S(=O)(=O)Nc2cccc(Cl)c2)cc1OC
→ -17%	4%	0%	0.2	2%	.	13%	1%	-2
Cc1ccccc1NS(=O)(=O)c1ccc(C(=O)NCC2CCCO2)cc1 (stereo not given)
→ 2%	-6%	4%	1.1	3%	4%	-4%	2%	0
CC(C)CC1C(=O)N(Cc2cn(Cc3ccco3)nn2)CCS(=O)(=O)N1Cc1ccc(-c2ccc(F)cc2)cc1 (stereo not given)
→ ?	-5%	-23%	-3.3	-16%	9%	-5%	-19%	-5
Cc1cccnc1NC(=O)CCCN1C(=O)c2ccccc2C1=O
→ -14%	6%	8%	-0.8	-15%	0%	-7%	20%	.
CC1Cc2cc(S(=O)(=O)N3CCC(C(N)=O)CC3)ccc2N1C(=O)C1CC1 (stereo not given)
→ 7%	-3%[57.1 µM]	4%	-0.1	-8%	-3%	12%	-2%	2
Oc1ccc(NC(=S)N=Nc2c(O)[nH]c3ccccc23)cc1
→ 23%	?	10%	0.6	-22%	-6%	-3%	-4%	-26
CCC(NS(=O)(=O)c1ccc(C)cc1)C(=O)N1CCOCCOCCOCC1 (stereo not given)
→ 3%	8%	-12%	0.4	1%	0%	-12%	-14%	8
CCCCC(CC)c1nnc(NC(=O)c2cccs2)s1 (stereo not given)
→ 5%	-6%	2%	2.6	-3%	-20%	-81%[inhibitor]	-17%	6
Cc1ccccc1S(=O)(=O)Nc1ncc(C(F)(F)F)cc1Cl
→ 26%	-3%	-12%	-0.8	-16%	-12%	-21%	-11%	0
COc1ccc(C2Nc3ccccc3C(=O)N2c2ccccc2)cc1CN1CCOCC1 (stereo not given)
→ 31%	3%	3%	-0.3	-3%	-8%	12%	1%	1
O=C(NC1CCCC1)C(c1ccccn1)N(C(=O)c1csnn1)c1ccccc1F (stereo not given)
→ -21%	-1%[57.1 µM]	11%	2.1	-2%	4%	-9%	-6%	-4
O=C1CCCCC1C(=O)c1cn(-c2ccc(Cl)c(Cl)c2)nn1 (stereo not given)
→ -12%	-4%	3%	0.3	10%	1%	3%	11%	-5
CCOC(=O)C1CCN(c2ncnc3c2oc2ccccc23)CC1
→ 0%	-6%	10%	-0.6	-15%	0%	-27%	15%	.
COc1ccc(C(=O)CC(=O)C(=O)Nc2cc(OC)ccc2OC)cc1
→ 3%	-7%[57.1 µM]	9%	-0.2	-7%	-8%	2%	-4%	-1
COc1ccc(CN(C)CC(=O)Nc2ccc(Cl)cc2F)c(OC)c1
→ 3%	1%	13%	-1.8	-15%	4%	5%	-6%	-3
Nc1nnnn1NCc1cccc(OCc2ccccc2)c1
→ -4%	2%	-1%	-0.1	-1%	-5%	18%	-3%	2
CC(C)(C)OC(=O)C(C1NC(C(=O)O)C(C)(C)S1)N1C(=O)c2ccccc2C1=O (stereo not given)
→ 5%	-4%	-7%	0.0	6%	13%	0%	-7%	1
CC1Cc2ccccc2N1CC(=O)NCc1ccc2c(c1)OCO2 (stereo not given)
→ .	-28%	-6%	0.4	5%	3%	8%	-19%	13
CCOc1ccc(-n2c(=O)c3c4c(sc3n(CC(=O)NCc3ccco3)c2=O)CCC4)cc1
→ 5%	-33%	13%	2.6	-5%	0%	5%	4%	3
O=C(C1CCCN(S(=O)(=O)c2cccc3nsnc23)C1)N1CCCCCC1 (stereo not given)
→ -16%	-3%	12%	0.5	0%	3%	-9%	-14%	-5
O=C(NCc1ccco1)c1cccc(-c2nnc(-c3ccccc3)o2)c1
→ 14%	5%	-4%	-0.2	2%	-12%	-21%	15%	-11
O=C(Cc1ccc(Cl)cc1)Nc1ccc(CN2CCCCC2)cc1
→ 25%	9%	5%	-0.1	-2%	6%	3%	1%	-1
CCOC(=O)Nc1cc2c(c(N)n1)N=C(c1ccccc1)CN2
→ .	56µM*	10%	-2.5	0%	11%	12%	89µM*	-68*

One compound at a time, from the list above.
CCOC(=O)C1CCN(c2ncnc3c2oc2ccccc23)CC1 is listed with FUS suppressor = 0%; WRN inhibitor = -6%; EPAC1 ag = 10%; IL2 activator = -0.6; PLK1 PBD inh = -15%; aSyn rescue = 0%; Abeta yeast res = -27%; EPAC1 antagonist = 15%; PI5P4K alpha inh = .
CCOC(=O)Nc1cc2c(c(N)n1)N=C(c1ccccc1)CN2 is listed with FUS suppressor = .; WRN inhibitor = 56µM*; EPAC1 ag = 10%; IL2 activator = -2.5; PLK1 PBD inh = 0%; aSyn rescue = 11%; Abeta yeast res = 12%; EPAC1 antagonist = 89µM*; PI5P4K alpha inh = -68*

Other compounds follow.
Values run as follows: FUS suppressor	WRN inhibitor	EPAC1 ag	IL2 activator	PLK1 PBD inh	aSyn rescue	Abeta yeast res	EPAC1 antagonist	PI5P4K alpha inh
CC(C)(CCC(=S)N1CCOCC1)C1CCCCC1
→ 2%	-8%[57.1 µM]	-3%	-1.4	12µM*	3%	?	-3%	3
CC(=O)Nc1cccc(-c2ccnc3c2CC(C(=O)NC(C)C)O3)c1 (stereo not given)
→ -13%	1%	-7%	1.2	-15%	0%	-16%	-14%	2
COc1ccccc1N(C)C(=O)c1cc(S(=O)(=O)N2CCCC2)cn1C
→ -25%	-1%	1%	-3.1	-14%	-2%	25%	-13%	0
CC1CN(C(=O)CCC(=O)NC(C)c2ccccc2)c2cc(Cl)ccc2O1 (stereo not given)
→ 6%	-10%	-1%	-1.0	-4%	-10%	12%	7%	8
Cc1ccccc1C(=O)NC(CC(C)C)C(=O)Nc1cccc(S(=O)(=O)N(C)C)c1 (stereo not given)
→ -13%	2%	-4%	-3.9	-12%	-5%	-8%	10%	-2
COc1ccc(N2CCN(CCNC(=O)c3nnc(Cc4c(F)cccc4Cl)o3)CC2)cc1
→ -3%	3%	-5%	1.3	0%	.	15%	-4%	3
CCO[C@H]1OC(C(=O)NCc2nc3ccccc3[nH]2)=C[C@@H](c2ccc(Br)cc2)[C@@H]1CCCO
→ 23%	-4%	8%	0.9	2%	-4%	20%	-9%	1
CC1(C(=O)NS(=O)(=O)c2ccc(F)cc2F)CCN1C(=O)C1(c2ccc(Cl)cc2)CCC1 (stereo not given)
→ 17%	3%[57.1 µM]	-17%	0.1	-5%	-1%	-17%	?	-12
OC(CNCc1ccccc1)c1ccccc1 (stereo not given)
→ 7%	?	13%	1.7	-7%	-1%	-1%	-1%	4
CC(C)CNC(=O)c1ccc(NC(=O)c2ccccc2[N+](=O)[O-])cc1
→ .	10%	-11%	0.4	-4%	-15%	-14%	17%	-4
CSCc1cc(N(C)C)nc(SCc2ccc(Cl)c(Cl)c2)n1
→ 35%	-16%	14%	-3.1	-6%	-15%	3%	4%	.
CCOC(=O)c1sc(=S)n(Cc2ccccc2)c1N
→ 14%	-15%	12%	-0.5	-6%	-4%	-54%[inhibitor]	9%	1
Cn1c(=S)[nH]c2cccnc21
→ 14%	8%	4%	-0.9	-12%	6%	-6%	-3%	-8
N=C1S/C(=C\c2ccco2)C(=O)N1c1ccc2c(c1)OCO2
→ 2%	?	16%	0.5	-26%	-9%	1%	?	?
Cc1nc(N2CCN(Cc3ccc(Cl)cc3)CC2)c2oc3ccccc3c2n1
→ 10%	-7%	9%	-0.5	4%	8%	14%	-1%	24
CC1(C)CC(=O)C2=C(C1)N=c1s/c(=C/c3ccc(F)c(F)c3)c(=O)n1C2c1ccc(F)cc1 (stereo not given)
→ 18%	5%	8%	2.5	-12%	6%	4%	3%	-5
Cc1[nH]c2ccc(OC(=O)N3CCOCC3)cc2c1C(=O)OC(C)C
→ -9%	3%	4%	-3.5	-10%	0%	-5%	6%	.
NC(=O)CSc1ccc(S(=O)(=O)N2CCOCC2)cn1
→ -3%	7%	5%	-0.1	-8%	-8%[1.84 µM]	8%	17%	-3
c1ccc2c(c1)nnn2CNc1nccs1
→ 2%	-14%	-5%	2.4	-24%	-13%	4%	1%	0
Cc1ccsc1/C=N/NC(=S)NCCc1ccccc1
→ -5%	4%	5%	-0.6	-2%	-5%	?	11%	0
Cc1cc2nsnc2c(S(=O)(=O)N2CCN(C)CC2)c1C
→ 20%	12%	-1%	0.9	-3%	-2%	-1%	9%	4
CCN(CC)c1ccc(NC(=O)CSc2nc(C3CC3)nc3ccccc23)cc1C
→ 28%	-15%	-14%	-0.5	-7%	-1%	1%	-9%	0
NC(=O)Cc1c[nH]c2cccc(O)c12
→ 44%	9%	2%	-3.0	-7%	1%	-3%	-2%	-7
NC(=O)C1(N2CCCCC2)CCN(C(=S)Nc2ccc(F)cc2)CC1
→ .	-3%	2%	-0.2	-18%	-3%	0%	?	10
Cc1ccc(C)c(NC(=S)N(CCc2nc3cc(C)c(C)cc3[nH]2)Cc2cccnc2)c1
→ -7%	0%	1%	-0.7	-6%	-8%	-3%	2%	.
